Rv3671c protease: Rv3671c serine protease inhibitors, primary screen, biochemical, fluorescence polarization, M. tuberculosis H37Rv; P9WHR9; inhibition, % at 5.96 µM; 0.048% of 320,000 active; in the data active = inhibition above about 38%;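 also: extracellular domain of Rv3671c used as enzyme; 0% = enzyme with DMSO and 100% = no enzyme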
BoNT F protease: BoNT/F light chain protease inhibitors, primary screen, biochemical, flow cytometry, MLPCN library. Multiplex microsphere protease cleavage assay. 0.22% of 360,000 active. inhibition, % at 10 µM. Botulinum neurotoxin type F light chain protease (Clostridium botulinum); in the data active = inhibition above about 35%, passing the limit was not always enough; inconclusive = no clear call, values can overlap the other calls; also: plate controls were buffer without enzyme for full effect and enzyme alone for no effect
Mtb UGM inh: M. tuberculosis UGM enzyme inhibitors, primary screen, biochemical, fluorescence polarization, single point | purified UGM, fluorescence polarization probe displacement | inhibition, % at 10 µM | 0.06% of 320,000 active; in the data active = inhibition above about 10%, passing the limit was not always enough; inconclusive = no clear call, values can overlap the other calls
Target sequence (P9WIQ1 whole entry, looked up): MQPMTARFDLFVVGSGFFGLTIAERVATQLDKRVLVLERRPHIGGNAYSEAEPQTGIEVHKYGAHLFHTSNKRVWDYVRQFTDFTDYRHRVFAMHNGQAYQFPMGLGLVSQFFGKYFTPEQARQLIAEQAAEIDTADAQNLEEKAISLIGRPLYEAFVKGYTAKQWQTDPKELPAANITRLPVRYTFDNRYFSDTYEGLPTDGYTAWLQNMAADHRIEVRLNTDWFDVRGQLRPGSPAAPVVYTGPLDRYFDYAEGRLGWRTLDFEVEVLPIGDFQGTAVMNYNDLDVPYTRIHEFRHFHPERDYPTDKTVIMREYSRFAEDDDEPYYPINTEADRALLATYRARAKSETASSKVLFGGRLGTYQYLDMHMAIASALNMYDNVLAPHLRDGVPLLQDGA
Mtb FBA inh: Mtb FBA enzyme inhibitors, primary screen, biochemical, fluorescence, strain H37Rv. Fructose-bisphosphate aldolase (Mycobacterium tuberculosis (strain ATCC 25618 / H37Rv)), …. inhibition, % at 1 µM. 2.3% of 360,000 active. purified M. tuberculosis FBA, fluorescence read-out; in the data active = inhibition above about 27%;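 also: 0% = vehicle and 100% = reference inhibitor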
Target sequence (P9WQA3 whole entry, looked up): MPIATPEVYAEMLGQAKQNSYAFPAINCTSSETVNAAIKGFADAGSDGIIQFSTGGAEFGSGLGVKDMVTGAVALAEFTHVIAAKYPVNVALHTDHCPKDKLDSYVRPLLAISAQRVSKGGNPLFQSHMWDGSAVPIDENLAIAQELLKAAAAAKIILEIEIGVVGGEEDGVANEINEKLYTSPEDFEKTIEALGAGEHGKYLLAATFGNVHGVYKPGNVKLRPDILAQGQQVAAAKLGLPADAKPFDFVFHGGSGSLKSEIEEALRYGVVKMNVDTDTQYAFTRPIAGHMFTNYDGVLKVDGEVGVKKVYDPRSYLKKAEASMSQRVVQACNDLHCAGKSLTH
FadD28 binding: inhibitors of FadD28 bisubstrate probe binding, primary screen, biochemical, fluorescence polarization, single point; Mycobacterium tuberculosis FadD28 fatty-acid-AMP ligase; inhibition, % at 12.5 µM; 0.22% of 360,000 active; AID 588549, 2011; in the data active = inhibition above about 8.5%, passing the limit was not always enough; inconclusive = no clear call, values can overlap the other calls
GDH-TPI counter: GDH-TPI coupling enzyme inhibitors, primary screen, artefact control for M. tuberculosis FBA inhibitor project, biochemical, absorbance, full deck. GDH-TPI coupled enzyme counterscreen, NADH absorbance. inhibition, % at 4.8 µM. 1.2% of 360,000 active. AID 588335, 2011;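 also: 0% = DMSO wells and 100% = wells lacking the enzyme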
MazF activator: activators of E. coli MazEF toxin-antitoxin RNase, primary screen, biochemical, fluorescence, uHTS; FAM/BHQ RNA-DNA oligo cleavage fluorescence, 5 h; activation, % at 20 µM; 0.32% of 350,000 active; in the data active = activation above about 50%
Target sequence (P0AE70 whole entry, looked up): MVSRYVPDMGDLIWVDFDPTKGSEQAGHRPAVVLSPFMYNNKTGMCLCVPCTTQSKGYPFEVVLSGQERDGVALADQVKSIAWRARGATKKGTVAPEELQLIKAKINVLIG
DUSP3 inh: VHR1 phosphatase inhibitors, primary screen, biochemical, absorbance, uHTS; recombinant VHR phosphatase, pNPP absorbance; inhibition, % at 13.3 µM; 0.52% of 290,000 active; AID 1654, 2009; in the data active = inhibition above about 50%; also: some compounds called inactive have numbers as strong as hits
Target sequence (P51452 whole entry, looked up): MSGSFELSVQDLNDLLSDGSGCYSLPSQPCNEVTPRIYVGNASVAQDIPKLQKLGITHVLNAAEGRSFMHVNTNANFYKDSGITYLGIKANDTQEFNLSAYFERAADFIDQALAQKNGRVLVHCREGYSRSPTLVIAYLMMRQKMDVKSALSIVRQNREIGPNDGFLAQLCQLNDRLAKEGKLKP
CCHF vOTU inh: CCHFV vOTU protease inhibitors, primary screen, biochemical, Pep-AMC substrate, fluorescence; 0.55% of 370,000 active; inhibition, % at 11.5 µM; Crimean-Congo hemorrhagic fever virus L polyprotein viral ovarian tumor (vOTU) protease …; also: 0% = vehicle wells with enzyme and 100% = no enzyme wells
BioA inh: M. tuberculosis BioA enzyme inhibitors, primary screen, biochemical, plate reader, single point, HTS | purified M. tuberculosis BioA enzyme | inhibition, % at 9.99 µM | 0.096% of 360,000 active | AID 602481, 2012; in the data active = inhibition above about 40%; inconclusive = no clear call, values can overlap the other calls
* marks the source's active call; other numbers are inactive results; ? = inconclusive; . = not tested or not shown. Rule as the data show it, unless noted: active = inhibition above about 30%; inactive = the rest. Not a hit list; 4.9% or so of the library scored in one or more.

SMILES	Rv3671c protease	BoNT F protease	Mtb UGM inh	Mtb FBA inh	FadD28 binding	GDH-TPI counter	MazF activator	DUSP3 inh	CCHF vOTU inh	BioA inh
CC(=O)Oc1ccc(/C(C)=N\N2CCN(Cc3ccc(Cl)cc3)CC2)cc1	-1.7	?	1.1	-2.0	-4.5	-16.8	-7.6	9.4	10.2	-1.0
CCCN(CCC)CCNC(=O)Cn1cc2c(n1)-c1c(oc(C(=O)N3CCCC3)c1C)CC2	.	-2.0	.	7.8	0.0	-0.4	3.9	.	-5.0	0.0
CCOC(=O)N1CCN(C(=O)CCl)CC1	7.6	-4.2	3.4	2.7	-1.1	-0.9	-4.7	27.6	3.3	.
CC(C)CN(C(=O)COC(=O)C1CC1)c1c(N)n(Cc2ccccc2)c(=O)[nH]c1=O	-2.5	-1.7	0.5	8.6	0.0	2.4	-3.9	.	-8.9	.
Cc1ccc2nc(-c3ccco3)c(Nc3ccccc3)n2c1	-7.1	31.0	-4.8	192.3*	-3.3	8.8	-9.3	7.4	-147.8	.
N#Cc1ccccc1CN1C(=O)NC2(CCCCCC2)C1=O	-3.6	6.1	-0.9	3.2	-0.4	-9.0	1.5	10.4	12.2	0.2
CN(CCOc1ccc(Cl)cc1)CC(O)c1ccccc1 (centres undefined)	6.4	-7.7	2.7	4.5	-1.8	10.8	-2.0	27.4	9.3	.
OC(COCc1ccc2c(c1)OCO2)CN1CCCCC1 (centres undefined)	3.4	-6.9	0.9	-1.1	0.0	7.9	-3.1	2.5	-12.1	.
CCc1ccc(C(=O)CSc2nc(N)cc(=O)[nH]2)cc1	0.5	-16.4	1.9	0.7	-5.0	-14.3	13.3	10.8	10.5	-0.7
COc1cc(NC(=O)c2sc3ncn(CC(=O)N4CCCC(C)C4)c(=O)c3c2C)cc(OC)c1OC (centres undefined)	-52.0	-0.9	-1.5	3.1	0.3	0.3	0.5	30.9	12.2	1.8
O=C(CCNC(=O)c1ccc(Br)cc1)Nc1cccc(S(=O)(=O)N2CCCCCC2)c1	-10.6	-9.2	1.9	-0.4	-3.4	-2.9	-3.4	.	5.0	-0.4
CC(C)CC(NC(N)=O)C(=O)NCCc1ccc(Cl)cc1 (centres undefined)	-6.5	-2.4	-1.7	0.2	-3.5	-7.0	-3.0	-6.4	2.4	.
Cc1cccc(C(=O)NC(=S)NCc2cccnc2)c1	-5.8	-2.7	1.1	1.6	-1.2	1.9	-1.3	-2.9	-7.2	.
COc1ccc(F)cc1-c1cc(C(=O)Nc2ccc(C)c(NS(C)(=O)=O)c2)[nH]n1	.	-7.6	.	1.2	-5.5	8.9	.	.	-4.3	0.2
COc1ccc(S(=O)(=O)N2CCC(C(=O)NCc3ccncc3)CC2)cc1OC	-1.0	-8.9	-0.8	-0.8	0.2	-1.1	1.0	21.1	-12.8	0.2
O=C(O)CCCCCNC(=O)c1ccccc1	-6.1	-3.1	2.0	2.4	-2.1	-6.1	-17.3	34.7	-3.0	0.9
COCc1cc(C)nc2sc(C(=O)Nc3ccccc3F)c(N)c12	4.5	26.1	-0.4	2.3	-1.4	8.6	4.7	9.8	-12.7	0.6
O=C(NCc1cccs1)c1ccc(CS(=O)(=O)c2ccc(Cl)cc2)o1	1.4	-4.1	-4.5	3.9	-2.3	9.6	1.4	29.1	-9.3	0.3
O=C(CSC1=NCCN1)NC(c1ccccc1)c1ccccc1	2.4	-27.0	-1.4	-1.4	-4.0	-6.2	3.6	7.2	11.6	.
CCOc1ncccc1C(=O)Nc1ncc(C)s1	9.6	4.2	-0.5	-0.6	-1.2	8.1	4.9	17.8	5.8	.
Cc1ccc(NC(=O)CN(C)C(=O)c2n[nH]c(=O)c3ccccc23)cc1	-8.5	6.7	-2.1	-0.5	-2.0	1.3	-4.3	-1.1	17.4	-2.5
COC(=O)C1CCN(Cc2nnc(-c3ccccc3)o2)CC1	-2.9	-4.5	1.8	0.0	-0.9	2.1	-0.4	1.0	12.4	1.3
O=C(CSc1nnc2ccccn12)Nc1ccccc1[N+](=O)[O-]	.	-0.8	.	-3.6	-2.5	3.6	10.6	.	-3.1	1.2
CN(C)CCNC(=O)c1cccc2c(-c3ccc(F)c(F)c3)coc12	.	-6.6	.	-1.5	-4.2	-0.9	.	.	-5.3	9.4
CCOC(=O)C1CCN(Cc2cc(C(C)C)c(O)c(C(C)C)c2)CC1	-5.6	-9.0	-0.1	-0.7	0.8	0.3	0.5	9.6	-10.6	.

The closing 5 records of the section above come first, to join the parts.
SMILES	Rv3671c protease	BoNT F protease	Mtb UGM inh	Mtb FBA inh	FadD28 binding	GDH-TPI counter	MazF activator	DUSP3 inh	CCHF vOTU inh	BioA inh
Cc1ccc(NC(=O)CN(C)C(=O)c2n[nH]c(=O)c3ccccc23)cc1	-8.5	6.7	-2.1	-0.5	-2.0	1.3	-4.3	-1.1	17.4	-2.5
COC(=O)C1CCN(Cc2nnc(-c3ccccc3)o2)CC1	-2.9	-4.5	1.8	0.0	-0.9	2.1	-0.4	1.0	12.4	1.3
O=C(CSc1nnc2ccccn12)Nc1ccccc1[N+](=O)[O-]	.	-0.8	.	-3.6	-2.5	3.6	10.6	.	-3.1	1.2
CN(C)CCNC(=O)c1cccc2c(-c3ccc(F)c(F)c3)coc12	.	-6.6	.	-1.5	-4.2	-0.9	.	.	-5.3	9.4
CCOC(=O)C1CCN(Cc2cc(C(C)C)c(O)c(C(C)C)c2)CC1	-5.6	-9.0	-0.1	-0.7	0.8	0.3	0.5	9.6	-10.6	.
CC(=O)c1cccc(NS(=O)(=O)c2cc3c(cc2C)NC(=O)CO3)c1	3.3	-5.3	-1.7	-0.6	-1.2	2.3	1.6	-31.1	7.3	0.6
CCOC(=O)/C(C#N)=C/c1ccc(SC)cc1	2.2	0.9	-3.0	0.6	-1.2	16.7	2.6	12.0	3.8	.
CCCCOc1ccc(C2/C(=C(/O)c3ccc4c(c3)CC(C)O4)C(=O)C(=O)N2CCCN2CCOCC2)cc1OC (centres undefined)	3.1	.	2.5	-0.5	-0.6	9.8	2.9	14.4	15.3	-0.2
O=C(COC(=O)c1cc2c(s1)CCCC2)Nc1ccc(Cl)cn1	-0.6	0.9	1.1	1.6	-3.0	-1.6	-5.1	16.5	-11.5	.
COc1ccccc1/C=C1\Oc2cc(OC(=O)N3CCOCC3)ccc2C1=O	4.9	.	-1.4	-1.6	0.3	14.2	-17.7	9.0	-4.3	.
CCOC(=O)c1ccc(NC(=O)C2CC(O)CN2S(=O)(=O)c2ccc(C)cc2)cc1 (centres undefined)	-2.1	-1.0	4.1	0.5	-0.7	9.2	6.2	.	-1.2	1.4
COc1cccc(CNc2ccc3c(c2)ncn3C)c1OC	.	-8.3	-2.8	10.5	-2.5	-0.8	2.7	11.4	-1.9	-1.2
Cc1ccccc1OCC(=O)NNC(=O)CCc1ccccc1	1.5	0.4	-0.1	0.7	-2.2	-5.2	1.9	37.7	5.7	-1.5
COC(=O)c1[nH]c2cccc(OC)c2c1NC(=O)CCN1CCC(C)CC1	-3.4	-2.0	-1.8	16.0	-0.4	7.9	9.3	-10.5	-14.9	-0.4
Cc1ccccc1CC1(CO)CCCN(C(=O)CCN2CCCO2)C1 (centres undefined)	2.5	-2.5	-1.6	-0.6	-2.1	6.0	5.9	-3.6	-8.8	2.3
Cc1nnc(SCC(=O)N2CCN(c3ccccc3)CC2)n(N)c1=O	1.0	-6.7	-5.1	1.5	0.0	-1.8	0.5	28.3	-2.9	1.4
Cc1ccccc1CC(=O)NC1CCCCCC1	-3.3	2.3	-3.2	-1.0	-0.3	15.4	-7.3	23.4	3.4	-1.4
CC(=O)Nc1ccc(NC(=O)C(C)OC(=O)CCc2c[nH]c3ccccc23)cc1 (centres undefined)	-5.8	-10.5	-2.0	0.3	0.2	-1.4	9.0	.	-11.4	-1.1
CCCn1nnnc1SCC(=O)NCc1ccc(OC)cc1	-4.2	?	-0.8	-2.8	-1.5	-1.9	2.2	9.9	7.4	-0.3
CN(Cc1ccccc1)S(=O)(=O)c1cccc(C(=O)O)c1	6.1	-5.9	2.3	-3.0	-2.6	-1.0	4.3	-0.1	4.3	.
CC(C)C(=O)Nc1cccc(-c2cnc3ccccc3n2)c1	-10.7	0.1	-3.3	-3.3	-5.3	13.7	-3.3	-8.1	6.1	0.6
CCc1ccc(NC(=O)N(C2CCC(C)CC2)C2CCN(C(C)=O)CC2)cc1 (centres undefined)	-3.2	-4.2	1.2	-0.1	-0.2	7.8	-3.7	26.3	-4.2	3.5
CCOC(=O)N1CCN(C(=O)COc2ccccc2Cl)CC1	5.2	-8.8	-0.1	1.2	-2.2	-0.3	5.6	22.2	8.5	0.9
C=CCn1c(SCc2csc(C)n2)nc2sc3c(c2c1=O)CCCC3	-58.7	-15.1	-2.4	-0.4	-3.8	20.4	2.9	3.7	-0.6	-0.2
CCOc1cccc(C2C(C#N)=C(N)Oc3cc(C)oc(=O)c32)c1OCC (centres undefined)	-1.0	-1.0	0.4	0.1	-2.0	4.8	0.8	-7.7	-6.4	-1.6
O=c1cc(CN2CCN(c3ccccc3)CC2)c2ccccc2o1	.	4.9	.	-1.9	-3.7	.	.	.	-7.7	0.5
CNC(=S)N/N=C(\C)c1ccc(Cl)s1	-2.8	-8.7	1.7	0.8	-0.9	28.2	4.5	-12.5	-2.0	.
CN(CC(=O)N1CCc2ccccc21)S(=O)(=O)c1ccc(Br)s1	-4.1	?	0.9	2.1	-0.6	4.8	1.4	2.3	16.2	0.7
COc1cccc2c1C(=O)c1c(O)c3c(c(O)c1C2=O)CC(O)(C(=O)CO)CC3OC1CC(N(C)C)C(O)C(C)O1 (centres undefined)	.	-46.3	.	-6.8	64.6*	2.6	-713.0	.	12.2	.
O=c1[nH]c2ccsc2c(=O)n1-c1ccc(F)c(Cl)c1	1.6	10.2	-0.3	-1.5	-4.9	7.7	-22.9	29.4	1.4	0.8
SMILES	Rv3671c protease	BoNT F protease	Mtb UGM inh	Mtb FBA inh	FadD28 binding	GDH-TPI counter	MazF activator	DUSP3 inh	CCHF vOTU inh	BioA inh
CCOC(=O)N1CCN(C(=O)c2cn(CC)c3ccc(S(=O)(=O)N4CC(C)CC(C)C4)cc3c2=O)CC1 (centres undefined)	7.7	0.3	-0.4	2.4	-2.9	4.4	-0.4	27.0	-0.3	.
CC1=C(C(=O)Nc2cc(C(=O)N3CCC(C)CC3)ccc2C)SCCO1	2.0	-3.2	-1.8	0.9	0.2	14.9	13.2	-10.2	-16.2	0.6
O=C(NCC(=O)N1CCN(c2ccccc2F)CC1)c1cccs1	4.5	9.2	-1.4	1.9	-2.1	-7.7	0.8	26.4	-7.3	10.4
CC(C)(Cc1nc2ccccc2[nH]1)C(=O)O	1.9	-4.5	-1.3	0.4	2.8	-5.5	3.5	-9.9	-1.0	0.3
COc1ccc(C(C)=O)cc1Cn1c(C)c(C(=O)NCc2cccc(C)c2)sc1=O	.	-3.6	.	4.3	-1.7	2.4	.	.	3.1	5.1
CCN(C(=O)COc1ncnc2scc(-c3ccc(F)cc3)c12)C1CCS(=O)(=O)C1 (centres undefined)	3.7	-7.9	1.7	1.1	-5.5	8.3	8.2	31.3	7.7	1.3
